SR-BI DiI-HDL act: enhances SR-BI lipid uptake from DiI-HDL. AID 504775. activation, % at 12.5 µM. 320,000 tested, 0.096% active. CHO ldlA[mSR-BI] cells, DiI-HDL uptake fluorescence, 3 h; 100 = double the neutral-control signal;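 active = mean replicate activation of at least 60% and every replicate at or above 60%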;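 note: 0% = median plate neutral-control signal and 100% = twice that signal; values of inactives mirror those of a sister screen read the other way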
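system = CHO ldlA[mSR-BI] cells, LDL receptor-null, SR-BI overexpressing | medium = Ham's F12 with 0.5% BSA, HEPES 25 mM, pH 7.4 | probe or stimulus = DiI-HDL 10 µg/mL | compound dosing = single-point compound dose | incubation = compound exposure 3 h, 37 °C | technique = DiI fluorescence, bottom read | read-out = cell-associated DiI fluorescence as measure of HDL uptake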
CAL PDZ FP-1: CAL PDZ (human) peptide binding inhibition | Q9HD26 | purified CAL PDZ, TMR-peptide fluorescence polarization, 1 h | inhibition, % at 24.9 µM | 300,000 tested, 0.92% active | AID 602252;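 active = mean inhibition of at least 30% with at least half of replicates also reaching 30%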;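 note: 0% = DMSO neutral control and 100% = excess unlabeled competitor peptide PRC23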
E coli growth: bacterial growth inhibition, counter-screen for AddAB inhibitors; AID 449728; inhibition, % at 11.9 µM; 330,000 tested, 0.27% active; E. coli V3065 growth, OD600 absorbance, 18 h;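 active = inhibition above the campaign's mean inhibition across all tested compounds plus 3 SD, cut at about 9.9% in these data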;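 note: uninfected addAB+ strain grown without phage in ampicillin broth; 0% = DMSO wells and 100% = ciprofloxacin 0.95 µg/ml wells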
AddAB inh: less growth of phage-infected E. coli with AddAB; inhibition, % at 11.9 µM; E. coli expressing H. pylori AddAB, absorbance growth; 330,000 tested, 0.29% active; AID 435030; in the data active = inhibition above about 12%;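 note: 0% = vehicle wells of infected cells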
CAL PDZ FP-2: inhibitors of human CAL PDZ peptide binding | purified CAL PDZ, TMR-peptide fluorescence polarization, 1 h | inhibition, % at 20 µM | 330,000 tested, 0.02% active | AID 504414;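 active = highest replicate inhibition of at least 40%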;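 note: plate controls were DMSO neutral control wells for no effect and unlabeled competitor peptide control wells for full effect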
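Material: tagged CAL PDZ domain; buffer or medium: 25 mM sodium phosphate pH 7.4, 150 mM NaCl, TCEP, IgG, Thesit; compound dosing: single point, 20 µM; schedule: 1 h incubation at room temperature before polarization reading; measured by: FP readout, S and P plane fluorescence; read-out basis: percent inhibition from loss of millipolarization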
Wnt bcat act: Wnt/beta-catenin pathway activation. Wnt/beta-catenin reporter cell assay, activator, plate reader. activation, % at 9.35 µM. 300,000 tested, 1.2% active; in the data active = activation above about 30%, passing the limit was not always enough;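 note: 0% = neutral control wells and 100% = positive control wells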
SR-BI DiI inh: blocks mouse SR-BI lipid uptake from DiI-HDL; Q61009; 320,000 tested, 0.96% active; ldlA[mSR-BI] CHO cells, DiI-HDL uptake fluorescence, 3 h; inhibition, % at 12.5 µM;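 active = mean replicate inhibition of at least 70% and a set share of replicates each scoring 70 or more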;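 note: 0% = median of neutral control wells and 100% = median of positive control wells; values of inactives mirror those of a sister screen read the other way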
Target sequence (Q61009 whole entry, looked up): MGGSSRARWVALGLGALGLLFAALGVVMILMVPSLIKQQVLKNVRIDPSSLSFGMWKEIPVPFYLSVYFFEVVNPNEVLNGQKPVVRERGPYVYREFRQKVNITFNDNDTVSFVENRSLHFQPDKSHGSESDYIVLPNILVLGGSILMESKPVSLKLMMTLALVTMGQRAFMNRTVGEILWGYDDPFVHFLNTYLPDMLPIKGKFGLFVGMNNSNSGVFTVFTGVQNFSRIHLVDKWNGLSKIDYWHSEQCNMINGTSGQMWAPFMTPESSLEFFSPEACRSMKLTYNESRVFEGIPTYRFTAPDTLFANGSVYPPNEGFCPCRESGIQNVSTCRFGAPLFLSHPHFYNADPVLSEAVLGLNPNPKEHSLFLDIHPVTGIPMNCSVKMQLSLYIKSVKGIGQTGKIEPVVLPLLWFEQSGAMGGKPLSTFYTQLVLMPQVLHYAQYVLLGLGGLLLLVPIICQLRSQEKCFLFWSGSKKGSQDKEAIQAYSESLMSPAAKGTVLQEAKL
phage Ecoli inh: E. coli growth loss with phage present; growth absorbance; inhibition, % at 11.9 µM; 360,000 tested, 0.26% active; AID 651602; in the data active = inhibition above about 11%
MITF TRPM1 HTS: activators of MITF-driven TRPM1 promoter activity in SK-MEL-5 cells; SK-MEL-5 TRPM1-promoter luciferase, 24 h; % of positive control, neutral wells = 0; 300,000 tested, 0.75% active; activation, % at 12.5 µM;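 active = mean activation of at least 80% with every replicate also reaching 80%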;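 note: 0% = neutral control wells and 100% = parthenolide positive control wells; values of inactives mirror those of a sister screen read the other way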
Tat export inh: blocks Tat-dependent protein export in E. coli | E. coli MC4100 TorA-mCherry Tat export, fluorescence | 340,000 tested, 0.036% active | AID 488895 | inhibition, % at 10 µM;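 active = mean replicate inhibition at least 50% and at least half of replicates individually reaching 50%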;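 note: exported cargo escapes ClpAP degradation while cytoplasmic cargo is degraded and loses fluorescence; 0% = median of neutral control wells and 100% = median of NaSCN control wells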
* marks the source's active call; other numbers are inactive results; . = no result given; & = joins results of further samples.

SMILES	SR-BI DiI-HDL act	CAL PDZ FP-1	E coli growth	AddAB inh	CAL PDZ FP-2	Wnt bcat act	SR-BI DiI inh	phage Ecoli inh	MITF TRPM1 HTS	Tat export inh
O=C(c1cc(-n2cnnc2)ccc1Cl)N1CCN(c2nc(-c3ccccc3)cs2)CC1	-21.0	-1.4	-1.0	0.2	-0.1	.	21.1	1.2	-16.3	-0.2
Cc1ccc(N(CC(=O)NCC2CCCO2)C(=O)CCC(=O)Nc2ccccn2)cc1C (centres undefined)	3.0	-3.4	-1.5	-0.2	-5.2	-3.2	-3.0	-1.1	5.2	5.9
O=C(N/C(=C\c1ccccc1)C(=O)N1CCCCC1)c1ccc(Br)o1	-2.3	.	0.4	3.1	-1.0	0.1	2.3	0.4	-18.3	-1.0
Cc1cc(CN2CCN(CC(=O)Nc3cc(Cl)ccc3-n3cncn3)CC2)no1	18.4	-2.2	.	.	-1.2	-0.5	-18.4	0.5	0.3	-5.9
Cc1cccc(C(=O)N2CCCC(CCC(=O)N3CCN(c4ccccn4)CC3)C2)c1C (centres undefined)	-9.2	.	0.1	4.9	-0.7	0.4	9.2	3.6	-12.1	2.1
CN(C)c1nc(N2CCN(c3ccc(F)cc3)CC2)c(C#N)c(=O)o1	-3.8	-0.8	.	.	-1.1	-4.3	3.8	3.6	.	9.1
Cc1cccc(OCC(=O)N(C)CCc2ccccn2)c1	44.9	-3.7	-1.6	2.0	0.9	.	-44.9	-2.8	8.1	-3.2
CCCCCCC(=O)NN1CCN(C)CC1	14.1	-1.7	2.2	4.6	1.0	.	-14.1	2.1	7.5	5.3
Cc1cccc(OCc2nc(C#N)c(N3CCCC3)o2)c1	-17.3	0.0	-0.8	0.6	-0.4	-5.1	17.3	0.4	-1.7	-0.2
O=C(Oc1cccc(C(=S)N2CCOCC2)c1)c1cccc(Cl)c1	15.7	-1.0	-5.1	-2.6	-2.7	-0.1	-15.7	-1.5	-6.9	-0.1
OCCN(CC#CC(O)(c1ccccc1)C1CCCCC1)CCO (centres undefined)	-0.1	-3.4	-0.6	-0.9	-1.4	-0.8	0.1	1.6	.	-5.7
O=C(CC1Sc2ccccc2NC1=O)NCc1ccc(Cl)cc1 (centres undefined)	1.5	-1.1	0.7	-0.1	-0.1	-1.1	-1.5	-1.2	-2.7	-2.5
OC[C@@H](O)[C@@H](O[C@@H]1O[C@H](CO)[C@H](O)[C@H](O)[C@H]1O)[C@H](O)[C@@H](O)CO	-9.0	-4.1	3.1	0.6	-1.1	-1.5	9.0	2.4	8.1	-3.3
Cc1nnc(SCC(=O)NC23CC4CC(CC(C4)C2)C3)n(N)c1=O	.	2.8	0.9	0.6	-0.2	-1.2	.	2.5	6.6	2.8
O=C(COC(=O)CNS(=O)(=O)/C=C/c1ccccc1)NC1CCS(=O)(=O)C1 (centres undefined)	24.9	-4.6	0.1	-0.2	-0.8	1.0	-24.9	0.0	.	3.0
CCCn1c(N)c(N(CCOC)C(=O)c2cc(-c3ccco3)nc3ccccc23)c(=O)[nH]c1=O	18.0	-3.2	-0.1	-0.8	3.7	-2.1	-18.0	-0.1	5.7	-4.4
CCN(CC)CCCNC(=O)c1cc(-c2ccc(O)cc2)on1	23.8	-0.5	-0.8	1.3	-0.2	-1.9	-23.8	2.5	.	-10.0
CCOCCCNC(=S)Nc1cc(OCC)c(NC(=O)c2ccco2)cc1OCC	-36.5	-2.2	0.3	-0.8	-1.2	-1.3	36.5	0.6	-9.1	-6.9
Cc1ccc(S(=O)(=O)N(CCC(=O)Nc2ccc(OC(F)(F)F)cc2)c2ccccc2)cc1	35.3	-1.1	-0.2	0.6	-0.8	.	-35.3	2.6	3.1	5.6
OCCN1CCN(C(=S)c2ccc(Br)cc2)CC1	32.0	.	1.5	3.2	-2.9	.	-32.0	2.9	6.7	-2.0
Cc1cccc(NC(=O)C2(C)CC3c4ccccc4C2c2ccccc23)c1C (centres undefined)	-8.3	-0.3	2.2	-0.3	0.2	.	8.3	2.3	3.2	-2.6
Cc1cc(C(=O)C(C)Sc2cccc[n+]2[O-])c(C)n1-c1ccc(Cl)cc1 (centres undefined)	-13.8	-13.6	-0.6	0.0	-6.0	6.3	13.8	-1.3	20.1	0.0
O=C(CSc1nnc(-c2c[nH]c3ccccc23)o1)N1c2ccccc2CCc2ccccc21	-36.4	-2.0	1.1	2.6	-2.7	-0.4	36.5	2.5	-15.1	-1.8
O=[N+]([O-])c1cc(Cl)ccc1NCCNS(=O)(=O)c1ccccc1	-11.1	-4.3	2.8	-0.2	-1.8	.	11.1	3.2	6.9	2.1
Cn1c(NC(=O)C2CC2)cc(=O)n(C)c1=O	15.2	.	0.4	0.9	-0.4	1.1	-15.2	0.8	-2.7	0.1
O=C(COC(=O)C1(c2ccccc2F)CCCC1)N1CCN(C(=O)c2ccco2)CC1	-3.9	-4.2	3.7	2.3	0.6	.	3.9	3.1	9.0	2.2
O=C(COc1ccccc1)Nc1ccc(-c2ccc(N3CCOCC3)nn2)cc1	-10.8	-3.8	-1.2	1.6	-4.2	1.5	10.8	3.2	52.1	-0.1
O=C(NCc1ccc2c(c1)OCO2)c1ccccc1	.	-1.6	-0.6	0.4	-3.6	0.2	.	3.7	13.4	-2.1
COc1ccc(C(=O)NC(=S)NCc2cccnc2)cc1[N+](=O)[O-]	-14.9	-6.2	1.0	0.7	0.6	-8.6	14.9	4.2	-12.4	-2.0
COc1ccc(-n2ncc(C(C)NS(=O)(=O)c3cccs3)c2C)cc1 (centres undefined)	5.9	0.5	-1.3	1.0	-2.4	-1.8	-5.9	2.6	0.9	-1.2
CCCCNC(=O)C1CC(=O)N(c2ccc(OC)cc2)C1c1ccc(OC)cc1 (centres undefined)	8.2	-1.6	1.2	0.6	-0.3	.	-8.2	3.1	1.9	0.8
CCOc1cc(S(=O)(=O)NCc2ccccn2)ccc1Cl	6.1	9.7	1.7	1.8	0.0	2.3	-6.1	2.6	-7.2	-2.9
CCCNCc1cc(OC)c(OCC(=O)NCCc2ccccc2)cc1Br	-21.9	.	-0.2	2.7	-0.7	0.9	21.9	4.3	14.3	-0.5
C=CCOC(=O)C1=C(C)NC(SC)=C(C#N)C1c1ccc(OCC)cc1 (centres undefined)	-53.2&-45.0	1.3&-2.5	-1.7	2.6	0.2&-0.8	-0.8&-2.0	53.2&45.0	-0.7&1.1	-8.1	0.8&5.8
O=C1CCC(C(=O)OCc2ccccc2)N1 (centres undefined)	14.2	.	-0.2	1.4	-0.2	-2.3	-14.2	1.6	7.0	-12.0
Cc1ccc(C(=O)Nc2ccc(S(=O)(=O)NC3=NCCCCC3)cc2)c(C)c1	-9.4	-4.7	-1.3	0.9	-2.0	-3.5	9.4	2.5	7.1	-6.2
CNC(=O)c1c(NC(=O)CS(=O)(=O)c2ccc(Cl)cc2)sc(C)c1C	6.6	.	0.3	-1.9	-1.9	0.7	-6.6	1.9	-9.7	-8.3
Cn1c(SCC(=O)N2CCCC2=O)nc2ccccc2c1=O	54.6	-4.6	0.5	2.5	-0.2	-3.4	-54.6	2.9	3.6	-0.8
CCCCn1c(N)c(N(CC(C)C)C(=O)CSCc2cccc(C)c2)c(=O)[nH]c1=O	-1.9	-0.9	2.2	3.3	0.5	-1.1	1.9	2.6	5.1	-3.5
c1ccn2cc(C34CC5CC(CC(C5)C3)C4)nc2c1	9.7	5.6	1.8	1.5	-0.3	1.8	-9.7	4.1	14.1	-3.8
Cc1ccc2[nH]c(=O)c(CN(C(=O)c3cccc([N+](=O)[O-])c3)C(C)C)cc2c1	.	0.1	2.1	1.2	-2.7	-0.5	.	2.3	9.3	9.1
CCOC(=O)c1cnc(SC2CC(=O)N(c3cccc(OC)c3)C2=O)nc1N (centres undefined)	24.5	-1.4	-2.9	-2.1	-2.5	.	-24.5	3.0	8.0	-3.1
Cc1c(Cl)cccc1NC(=O)Nc1cc(C(C)(C)C)nn1C	-20.6	-3.0	1.7	0.8	-0.8	-10.0	20.6	0.2	.	1.1
O=C(CCNC(=O)c1ccc(Cl)cc1)Nc1cccc(S(=O)(=O)N2CCCCC2)c1	-26.8	-1.2	-0.2	3.5	-1.4	-2.2	26.8	3.4	-6.6	3.4
C=C/C(C)=C/C[C@H]1C(=C)CCC2[C@](C)(C(=O)O)CCC[C@@]21C (some centres undefined)	2.7	11.3	-4.0	3.7	-0.2	.	-2.7	.	3.3	-4.2
Cc1nn(S(=O)(=O)c2ccc(C(C)C)cc2)c(C)c1S(=O)(=O)N1CCOCC1	3.8	-2.6	-2.4	2.7	-1.5	-1.6	-3.8	3.5	8.3	-2.7
Nc1ccc(C(=O)N/N=C\c2ccc(OC(=O)c3ccccc3Cl)cc2)cc1	-52.0	-6.6	-0.6	1.0	0.8	1.6	52.0	-1.4	29.8	-0.6
O=C(NCc1ccccc1Cl)C1=CC=CN2CCS(=O)(=O)N=C12	8.1	-1.9	-1.2	3.0	0.3	-0.5	-8.1	2.5	7.0	-0.4
c1nc2sc3c(c2c2nnnn12)CCC3	15.1	.	0.8	-0.2	-1.3	-1.4	-15.1	0.5	9.5	-5.0
Cc1ccc(NC(=O)c2cc(=O)n(Cc3ccccc3)c(=O)[nH]2)cc1C	41.3	0.0	-2.8	-0.2	-0.5	-1.3	-41.3	1.9	-11.9	-2.5

Continuation:
SMILES	SR-BI DiI-HDL act	CAL PDZ FP-1	E coli growth	AddAB inh	CAL PDZ FP-2	Wnt bcat act	SR-BI DiI inh	phage Ecoli inh	MITF TRPM1 HTS	Tat export inh
COc1ccc(OC)c(NC(=O)C2CCN(S(=O)(=O)c3cccs3)CC2)c1	-12.6	-1.3	1.0	1.4	-3.2	.	12.6	-0.3	16.1	-10.6
CCN(Cc1cccs1)C(=O)CN1C(=O)NC2(CCCc3ccccc32)C1=O (centres undefined)	-10.6	-5.9	0.8	1.9	0.4	0.6	10.6	-0.5	-7.8	4.9
Cc1cc(C)nc(Oc2ccc(Br)cc2Br)n1	-3.6	-2.3	-1.8	-0.9	-0.6	-2.0	3.6	3.2	3.8	-1.8
O=C(Nc1cccc(F)c1)C1CCCN(S(=O)(=O)c2ccc(-n3cnnn3)cc2)C1 (centres undefined)	-1.1	.	-0.4	1.4	-0.1	-3.1	1.1	0.1	2.7	5.7
Cc1ccc(Cl)cc1N1CCN(C(=O)CCC(=O)O)CC1	-19.9	.	1.1	2.1	-1.4	.	19.9	2.7	5.4	0.3
O=C(c1cc2cc([N+](=O)[O-])ccc2s1)N1CCOCC1	11.5	-4.7	2.8	0.2	-0.4	0.0	-11.5	3.5	7.5	-5.1
CCc1nnc(NC(=O)c2ccc(-c3ccc([N+](=O)[O-])cc3Cl)o2)s1	4.7	-4.1	2.5	6.1	-0.6	-8.3	-4.7	2.8	1.0	-6.5
